Compound activity deposited in PubChem BioAssay by several laboratories.
S1P4 antag: blocks the human S1P4 receptor; hit rate 0.26% among 220,000; inhibition, % at 4.98 µM; O95977; S1P4-expressing cells, antagonist mode, reporter read-out; in the data active means inhibition above about 29%;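 further: 0% = wells stimulated with agonist and 100% = vehicle wells without agonist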
S1P4 ag: agonists of human S1P4 receptor; S1P4-expressing cell line, agonist reporter assay; activation, % at 4.98 µM; hit rate 0.35% among 220,000; AID 1509; in the data active means activation above about 11%;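 further: 0% = DMSO vehicle and 100% = reference agonist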
EP2 mod: modulators of human EP2 prostaglandin E2 receptor; P43116; induction, % at 25 µM; EP2-expressing cells, cAMP HTRF FRET, PGE2 co-stimulation; AID 940; hit rate 0.83% among 260,000;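 active means compounds whose cAMP rise, as percent of the full-agonist control response, exceeds 60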;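 further: rat C6 glioma line stably carrying human EP2 under a CMV promoter; the protocol text gives 20 µM as final concentration; 100% = response of wells given 1 µM PGE2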
TRPML3 ag: activates the human TRPML3 channel. AID 1448. Q8TDD5. HEK293 TRPML3-YFP, Fluo-8 calcium fluorescence; 100% = the carbachol control signal. hit rate 0.29% among 220,000. activation, % at 3 µM;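 active means activation above its plate's cutoff, the mean activation of the plate's test wells plus 3 SD, cut at about 12% in these data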;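 further: 0% = DMSO only wells and 100% = carbachol wells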
Target sequence (Q8TDD5 whole entry, looked up): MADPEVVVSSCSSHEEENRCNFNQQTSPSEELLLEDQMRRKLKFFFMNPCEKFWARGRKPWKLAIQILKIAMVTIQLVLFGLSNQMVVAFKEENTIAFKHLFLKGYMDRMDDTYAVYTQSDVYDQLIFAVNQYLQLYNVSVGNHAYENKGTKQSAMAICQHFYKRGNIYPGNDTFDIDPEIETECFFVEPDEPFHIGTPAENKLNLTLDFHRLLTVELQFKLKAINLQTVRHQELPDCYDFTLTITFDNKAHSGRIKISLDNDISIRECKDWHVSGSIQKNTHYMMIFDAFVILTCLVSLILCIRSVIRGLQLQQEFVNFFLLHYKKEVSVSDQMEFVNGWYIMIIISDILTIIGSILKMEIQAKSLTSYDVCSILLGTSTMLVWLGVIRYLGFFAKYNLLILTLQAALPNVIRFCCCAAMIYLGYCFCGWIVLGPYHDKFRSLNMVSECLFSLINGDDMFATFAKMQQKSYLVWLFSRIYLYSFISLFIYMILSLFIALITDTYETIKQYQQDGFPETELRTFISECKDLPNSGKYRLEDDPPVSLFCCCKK
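Material: TRPML3-YFP stable HEK293 cells | Dosing: One concentration, 3 µM nominal, 0.3% DMSO | Timing: 125 s total fluorescence read per well | Technique: Fluo-8 calcium dye fluorescence, ex 470-495, em 515-575 nm | Measure: Percent activation from peak-to-basal fluorescence ratio, scaled between DMSO and carbachol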
NPY-Y1 PAM-ag: human NPY-Y1 potentiation or agonism, primary screen | activation, % at 3.6 µM | hit rate 0.37% among 220,000 | P25929 | NPY-Y1 expressing cells, potentiator/agonist activation; in the data active means activation above about 33%, passing the limit was not always enough;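 further: cells stimulated with NPY at EC10 then isoproterenol at EC100; 0% = low agonist plus stimulus and 100% = saturating agonist plus stimulus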
CHOP inhibitor: CHOP inhibition in unfolded protein response. CHO-K1 CHOP-promoter luciferase, tunicamycin-induced, 15-18 h. inhibition, % at 10 µM. hit rate 3.8% among 220,000;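 active means compounds that reduced the stress-induced luciferase reporter signal by more than about 70% of percent inhibition, limit read from the data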;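 further: 0% = tunicamycin plus vehicle and 100% = wells without tunicamycin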
TRPN1 ag: agonists of zebrafish TRPN1 channel | HEK293 zebrafish TRPN1-YFP, Fluo-8 calcium fluorescence; 100% = response to 87 µM carbachol | activation, % at 3 µM | hit rate 0.18% among 220,000 | AID 1424;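 active means activation above its plate's cutoff, the mean activation of test wells on that plate plus 3 SD, cut at about 19% in these data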;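 further: 0% = DMSO alone and 100% = 87 µM carbachol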
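Control set: carbachol 87 µM as high control, DMSO as low control; system: HEK293 stable line with zebrafish TRPN1-YFP; read-out: % activation versus carbachol response; detection: intracellular calcium fluorescence with Fluo-8; doses: single test compound dose, 3 µM nominal, 0.3% DMSO; schedule: dye 1 h 37 °C plus 30 min RT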
NPY-Y2 PAM-ag: potentiates or activates human NPY-Y2 receptor | P49146 | cells expressing NPY-Y2, potentiator/agonist read-out | activation, % at 3.6 µM | hit rate 0.45% among 220,000 | AID 1359; in the data active means activation above about 27%;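 further: cells stimulated with NPY near EC25 plus isoproterenol at EC100; 0% = vehicle plus submaximal agonist and 100% = vehicle plus saturating agonist; some results beyond the cut were filed as inactive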
Target sequence (P49146 whole entry, looked up): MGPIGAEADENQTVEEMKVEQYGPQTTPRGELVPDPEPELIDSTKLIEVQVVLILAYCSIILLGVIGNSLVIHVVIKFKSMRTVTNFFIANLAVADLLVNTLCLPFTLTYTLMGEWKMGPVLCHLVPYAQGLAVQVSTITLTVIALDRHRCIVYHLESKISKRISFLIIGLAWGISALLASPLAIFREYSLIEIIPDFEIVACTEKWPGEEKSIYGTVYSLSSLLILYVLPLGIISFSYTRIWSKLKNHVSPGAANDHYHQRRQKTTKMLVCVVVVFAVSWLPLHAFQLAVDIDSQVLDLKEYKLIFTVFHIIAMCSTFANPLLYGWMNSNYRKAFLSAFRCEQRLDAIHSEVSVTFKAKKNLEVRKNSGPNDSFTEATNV
NPY-Y1 antag: NPY-Y1 (human) receptor antagonism. P25929. HEK293-CNG Y1 cells, membrane potential fluorescence; NPY at EC95, then isoproterenol. inhibition, % at 3.6 µM. hit rate 1% among 200,000. AID 1040;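 active means inhibition above the campaign mean inhibition of all tested compounds plus 3 SD, cut at about 20% in these data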;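 further: 0% = DMSO wells given NPY plus isoproterenol and 100% = isoproterenol alone without NPY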
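Material: Y1- and CNG-channel-expressing HEK293 cells / Probe or stimulus: NPY 25 nM then isoproterenol 1 µM plus Ro 20-1724 25 µM / Doses: 3.6 µM single dose, DMSO 0.4% / Schedule: compound incubation 1 h at room temperature, readout 45 min post-stimulation / Signal: membrane potential fluorescence / Benchmarks: isoproterenol-only wells as full block versus NPY-plus-isoproterenol wells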
* marks the source's active call; other numbers are inactive results; . = not tested or not shown; & = joins results of further samples. Hits appear at their usual frequency. About 6.5% of those tested had a hit in this group.

SMILES	S1P4 antag	S1P4 ag	EP2 mod	TRPML3 ag	NPY-Y1 PAM-ag	CHOP inhibitor	TRPN1 ag	NPY-Y2 PAM-ag	NPY-Y1 antag
COC(=O)c1cscc1NC(C)=O	-6	2.5	-2	0.6	4	-4	1.9	-14	9
CCOC(=O)C1=C(O)C(=O)N(C2CCCCC2)C1	-1	0.0	-2	0.3	-1	13	-0.1	-6	.
Cc1ccc(/C=N/NC(=O)c2ccccn2)s1	3	1.9	-18	0.7	9	4	0.4	-6	4
O=C(N/N=C/c1ccco1)c1ccc(NC(=O)C2CC2)cc1	3	-0.5	-1	0.7	-17	0	0.1	1	1
O=C(O)/C(=C\c1ccccc1OC(F)F)Sc1nnc(-c2ccc(F)cc2)o1	-8	0.0	10	0.1	-1	12	-1.4	-13	1
CCC(C(=O)Nc1ccc(C(C)C)cc1)c1ccccc1 (configuration not stated)	-7	1.0	-81	16*	-8	41	29*	-23	1
O=C(CN1CCCCCCC1)Nc1cc(Cl)cc(Cl)c1	-13	0.9	8	-0.1	7	1	-1.8	8	3
O=C(Oc1cncc(Cl)c1)c1ccco1	-15	-4.4	14	0.5	-4	9	-0.3	14	-2
Cc1ccsc1/C=C(\C#N)C(=O)NCCCN1CCOCC1	-9	1.5	0	1.3	-7	1	0.5	0	11
CCOc1cc(C2C(C(=O)O)c3cc(OCC)c(OCC)cc3C(=O)N2C)ccc1O (configuration not stated)	-19	-1.5	16	1.6	3	1	-0.1	1	0
O=C(CN1CCN(c2ccccc2)CC1)Nc1ccccc1C(F)(F)F	-8	-1.2	8	0.7	-6	95*	-0.2	-2	2
COc1ccc(C(=O)N/N=C/c2ccc(OC)c(CN3CCc4cc(OC)c(OC)cc4C3C)c2)cc1 (configuration not stated)	16	-0.6	-37	0.0	-11	5	0.6	9	4

Laid out differently: results already given
Order of results: S1P4 antag, S1P4 ag, EP2 mod, TRPML3 ag, NPY-Y1 PAM-ag, CHOP inhibitor, TRPN1 ag, NPY-Y2 PAM-ag, NPY-Y1 antag
O=C(CN1CCN(c2ccccc2)CC1)Nc1ccccc1C(F)(F)F
    -8, -1.2, 8, 0.7, -6, 95*, -0.2, -2, 2
O=C(N/N=C/c1ccco1)c1ccc(NC(=O)C2CC2)cc1
    3, -0.5, -1, 0.7, -17, 0, 0.1, 1, 1
Cc1ccsc1/C=C(\C#N)C(=O)NCCCN1CCOCC1
    -9, 1.5, 0, 1.3, -7, 1, 0.5, 0, 11

Following part:
SMILES	S1P4 antag	S1P4 ag	EP2 mod	TRPML3 ag	NPY-Y1 PAM-ag	CHOP inhibitor	TRPN1 ag	NPY-Y2 PAM-ag	NPY-Y1 antag
Cc1ccc(S(=O)(=O)N2CCC(C(=O)NNS(=O)(=O)c3ccc(Cl)cc3)CC2)cc1	-8	2.0	8	-0.5	9	12	1.0	-11	-2
COc1ccc2c(c1)C(=O)N(c1ccccc1C)C(=O)C2(C)C	2	-0.3	-2	-0.5	-5	10	-1.5	21	1
COc1cc(C(=O)Nc2ccc3c(c2)N(C(=O)CN2CCN(C)CC2)c2ccccc2CC3)cc(OC)c1OC	-1	-1.2	19	0.5	14	0	-0.1	-8	.
O=C(O)Cc1cn(Cc2cccc(Cl)c2)c2ccccc12	-18	0.9	21	0.2	-11	4	1.0	8	2
COc1ccc(OC)c(NC(=O)NCCc2cccc(Cl)c2)c1	-4	-4.3	-37	-1.7	-19	10	-1.6	0	1
NC1=NC2=C(CCCC2)C2(CCCCC2)S1	5	1.2	-1	0.3	-6	10	-1.1	2	13
Cc1cc(NC(=O)COC(=O)c2cccc(O)c2)no1	-1	-0.1	11	0.7	4	-1	1.4	-6	-4
Cc1cc(C(=O)NCCCC(=O)O)c(C)o1	-1	0.5	31	0.7	-19	-20	1.6	0	-2
Cc1ccccc1C(=O)NC1CCN(CC(=O)Nc2nccs2)CC1	-20	0.7	0&-6	0.8	-6	37	2.0	-22	-5
CCN(C(=O)CSc1nc(-c2ccccc2)c(-c2ccccc2)[nH]1)C1CCS(=O)(=O)C1 (configuration not stated)	-8	1.2	14	0.3	-22	7	-1.4	8	-2
Cc1ccc(NC(=S)N(CCCN2CCCC2)Cc2cccn2Cc2ccc(Cl)cc2)cc1Cl	1	0.5	-35	0.1	-9	-27	2.5	2	5
COc1ccc(C)cc1NC(=O)NC(C)c1ccncc1 (configuration not stated)	8	-2.3	-2	0.0	19	4	-0.8	-4	-7

Full records as entered above. Screens in order: S1P4 antag, S1P4 ag, EP2 mod, TRPML3 ag, NPY-Y1 PAM-ag, CHOP inhibitor, TRPN1 ag, NPY-Y2 PAM-ag, NPY-Y1 antag
COc1ccc2c(c1)C(=O)N(c1ccccc1C)C(=O)C2(C)C reads 2, -0.3, -2, -0.5, -5, 10, -1.5, 21, 1
Cc1ccccc1C(=O)NC1CCN(CC(=O)Nc2nccs2)CC1 reads -20, 0.7, 0&-6, 0.8, -6, 37, 2.0, -22, -5
COc1ccc(C)cc1NC(=O)NC(C)c1ccncc1 (configuration not stated) reads 8, -2.3, -2, 0.0, 19, 4, -0.8, -4, -7
Cc1cc(NC(=O)COC(=O)c2cccc(O)c2)no1 reads -1, -0.1, 11, 0.7, 4, -1, 1.4, -6, -4
Cc1ccc(S(=O)(=O)N2CCC(C(=O)NNS(=O)(=O)c3ccc(Cl)cc3)CC2)cc1 reads -8, 2.0, 8, -0.5, 9, 12, 1.0, -11, -2

Next entries.
SMILES	S1P4 antag	S1P4 ag	EP2 mod	TRPML3 ag	NPY-Y1 PAM-ag	CHOP inhibitor	TRPN1 ag	NPY-Y2 PAM-ag	NPY-Y1 antag
COc1ccccc1NC(=O)c1cccs1	10	-0.3	3	0.9	16	-13	0.5	1	-1
CCOCC(=O)Nc1cc(C(F)(F)F)ccc1Oc1cccc(Br)c1	-5	-2.5	65*	-0.1	-5	8	-1.4	0	8
COCCOC(=O)c1nccnc1C(=O)Nc1ccc(S(=O)(=O)N2CCOCC2)cc1	-3	0.5	0	0.5	0	10	0.8	-9	.
Cc1ccc(NS(=O)(=O)c2c(C)[nH]c(=O)[nH]c2=O)cc1C	4	-0.7	10	0.4	3	-2	-0.4	2	0
CC1CCN(S(=O)(=O)c2ccc3c(c2)N(CC(=O)NCc2cccnc2)C(=O)CS3)CC1	1	1.5	4	-0.7	-5	5	-1.1	-4	-3
CCC(C)NC(=O)c1cc(-c2ccccc2O)on1 (configuration not stated)	-1	3.2	-19	0.7	24	-15	1.8	2	-4
COc1cccc(-c2nnc(SCC(=O)N3CCCc4ccccc43)o2)c1	-11	2.2	-8	-1.2	-65	41	-1.4	-19	10
O=C(CCn1cccc1)Nc1cc(F)ccc1F	-1	2.5	6	0.0	-3	18	0.2	-2	-1
Cc1ccccc1NC(=O)NCCN1C(=O)C2C3C=CC(C3)C2C1=O (configuration not stated)	-10	1.2	9	1.0	-6	10	1.6	-9	-3
C=CCN(C(=O)CSc1nc2c(sc3ccccc32)c(=O)n1CCN(CC)CC)c1ccccc1	-18	2.5	12	-0.1	-17	11	-0.8	-9	23*
Cc1cccc2cc(COC(=O)c3cccc([N+](=O)[O-])c3)c(=O)[nH]c12	-31	-0.9	-42	0.5	-6	12	0.6	4	.
CCOC(=O)N1CCN(C(=O)CCSCCc2ccncc2)CC1	-14	-1.3	-1	1.3	-4	12	2.5	2	1
c1ccc2[nH]c(-c3cscn3)nc2c1	-4	0.9	26&7	0.5	17	-14	-0.1	4	5
COCCn1c(SCC(=O)N2CCCc3ccccc32)nnc1-c1ccco1	-7	-0.1	4	-0.1	-3	31	0.1	-4	-10
COc1cccc(CNCCSc2nnnn2C)c1OC	-7	0.7	-10	1.0	-6	-2	0.3	10	-1
CCCc1cc(C(=O)N/N=C/c2ccc(C)o2)c2ccccc2n1	3	0.3	-31	-0.2	-1	17	-1.5	-4	0
O=C(/C=C/c1ccc2c(c1)OCO2)NCCCN1CCOCC1	-10	0.8	19	0.8	4	18	-0.4	1	5
CN1C(=O)c2ccccc2Sc2ccc(NC(=O)N3CCOCC3)cc21	-1	-0.4	-5	0.7	-5	-27	3.3	-10	-1
Cc1ccc(S(=O)(=O)Nc2nc3ccccc3nc2N2CCc3ccccc3C2)cc1	-6	-2.3	22	0.0	-6	-7	0.4	5	-3
CC(=O)c1ccc(N2CCN(C(=S)Nc3ccccc3C(F)(F)F)CC2)cc1	10	-0.5	-41	0.8	1	-4	0.8	-4	-6
C/C(=N\NC(=O)C(=O)Nc1cccc(Cl)c1)c1ccncc1	-6	1.0	-43	1.4	-4	63	1.0	-11	10
CCOC(=O)c1ccc(NC(=O)NC2CC3CCC(C2)N3C(=S)NC)cc1 (configuration not stated)	-23	-0.1	-44	1.0	-1	11	0.2	-1	9
COC(=O)Cn1nc(-c2ccccc2)n(-c2ccccc2)c1=S	8	-1.9	0	-0.3	11	0	0.0	7	-5
O=C(Nc1nc2ccccc2s1)C1CCCN1S(=O)(=O)c1ccc(Cl)cc1 (configuration not stated)	-18	-0.5	-35	0.2	4	92*	-0.5	4	6

With a hit mark in EP2 mod, of those listed so far:
canonical_smiles,S1P4 antag,S1P4 ag,EP2 mod,TRPML3 ag,NPY-Y1 PAM-ag,CHOP inhibitor,NPY-Y2 PAM-ag,NPY-Y1 antag
CCOCC(=O)Nc1cc(C(F)(F)F)ccc1Oc1cccc(Br)c1,-5,-2.5,65*,-0.1,-5,8,0,8

(further entries)
SMILES	S1P4 antag	S1P4 ag	EP2 mod	TRPML3 ag	NPY-Y1 PAM-ag	CHOP inhibitor	TRPN1 ag	NPY-Y2 PAM-ag	NPY-Y1 antag
CCOC(=O)c1sc(NC(=O)CC)nc1C	-25	0.2	22	0.5	-12	5	-0.1	3	-1
Cc1c(C(=O)NCCCN2CCCC2=O)oc2ccccc12	0	-1.3	15	1.4	7	22	-1.4	-3	-2
Cc1ccc(NC(=O)C(Nc2ccccc2)c2ccccc2)cc1 (configuration not stated)	-10	0.3	25	-0.1	-8	31	-0.9	8	-2
Cc1ccc(/C=N/NC(=O)C2CC(=O)N(c3ccccc3)C2)s1 (configuration not stated)	-18	3.9	8	0.4	-6	-10	-0.5	-8	2
